High-throughput results (PubChem BioAssay)
ALOX12 inh: blocks human arachidonate 12S-lipoxygenase; AID 1671190; Potency, µM (top dose mostly 108 µM), without a hit: top-dose activity change, negative = inhibition, actives largely listed as inhibitors; purified 12hLO, xylenol orange hydroperoxide absorbance; 580,000 tested, 1.1% active; also: potency is read from the fitted curve at half-maximal effect; % is scaled to controls: 0 for no effect and ±100 for the full control effect
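Hydroperoxide product was detected by ferrous iron/xylenol orange as the 573 to 405 nm absorbance ratio. Arachidonic acid at 40 uM (final) was turned over for 30 min at room temperature by 150 nM human 12hLO, pH 7.0 Hepes buffer, after 15 min compound preincubation.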
RGS4 inhibitor: inhibitors of human regulator of G protein signaling 4. P49798. Transcreener GDP fluorescence polarization, RGS4-accelerated GTP hydrolysis. Potency, µM (highest dose often 114 µM), for the others: top-dose activity change, negative = inhibition, actives largely listed as inhibitors. 390,000 tested, 0.039% active. AID 504845; also: potency is read from the fitted curve at half-maximal effect; % is scaled to controls: 0 for no effect and ±100 for the full control effect; nearly all actives have a fitted effect of over 75% in size; some results filed as inactive show a strong effect at the top dose
Target sequence (P49798 whole entry, looked up): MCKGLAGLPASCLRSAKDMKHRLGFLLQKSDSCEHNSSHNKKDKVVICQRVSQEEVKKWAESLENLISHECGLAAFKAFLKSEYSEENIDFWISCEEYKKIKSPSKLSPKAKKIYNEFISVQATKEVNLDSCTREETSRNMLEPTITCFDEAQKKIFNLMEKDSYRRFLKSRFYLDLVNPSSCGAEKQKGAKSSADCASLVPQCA
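MLSMR compounds (23 nl, pin-transferred) preincubated 10 min at room temperature with a 500nM (2x) first reagent, then RGS4 at 900nM (2x) plus Transcreener GDP mix added; fluorescence polarization (620/688 nm) read before and after 90 min at 30 °C.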
D2 antagonist: antagonizes the human D2 dopamine receptor; P14416; HEK293 TREx D2 cells, calcium flux, dopamine EC80; inhibition, % at 10 µM; 340,000 tested, 2% active; AID 485344; in the data active = inhibition above about 30%; also: 0% is about no effect
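Read-out: kinetic calcium fluorescence (1 cycle/s) in inducible HEK293 T-REx D2 cells after an EC80 dopamine addition that followed 180 s compound preincubation. Loss of the dopamine response indicates antagonism.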
D2 ag: activates the human D2 dopamine receptor | P14416 | HEK293 T-REx D2 cells, calcium flux agonist mode | activation, % at 2 µM | 340,000 tested, 0.53% active;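 active = activation over 3 SD above normal in the single-dose calcium agonist read, cut at about 30% in these data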; also: 0% is about no effect
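Agonism is scored from calcium flux in a force-coupled, inducible HEK293 cell line expressing D2, read kinetically for 180 s after compound addition against dopamine controls.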
GRP78 ERSR act: inducers of ER stress response in human glioma cells | U87-MG GRP78 promoter luciferase reporter, 16 h | Potency, µM, for the others: at the highest dose activation, most hits filed as activators | 420,000 tested, 0.02% active; also: potency is read from the fitted curve at half-maximal effect; series mostly up to about 76 µM; % of control where 0% means no effect; nearly all actives have a fitted effect of over 35% in size
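ERSR induction read as luciferase luminescence (Bright-Glo, 10 min at room temperature) in stably transfected human U87-MG glioma cells exposed to compounds for 16 h, using GRP78 as sensor.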
Vif-APOBEC3G blk: blocks the Vif interaction with human APOBEC3G | Q9HC16 | HeLa A3G-eYFP + Vif (tagged APOBEC3G with the HIV-1 protein that degrades it), YFP fluorescence, overnight | Potency, µM (doses to about 46.1 µM), for the others: top-dose activity, negative = active, most hits filed as inhibitors | 410,000 tested, 0.076% active | AID 602310;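 also: potency is read from the fitted curve at half-maximal effect; % is scaled to controls: 0 for no effect and ±100 for the full control effect; nearly all actives have a fitted effect of over 60% in size; hits raise eYFP signal because A3G escapes Vif-driven loss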
Target sequence (Q9HC16 whole entry, looked up): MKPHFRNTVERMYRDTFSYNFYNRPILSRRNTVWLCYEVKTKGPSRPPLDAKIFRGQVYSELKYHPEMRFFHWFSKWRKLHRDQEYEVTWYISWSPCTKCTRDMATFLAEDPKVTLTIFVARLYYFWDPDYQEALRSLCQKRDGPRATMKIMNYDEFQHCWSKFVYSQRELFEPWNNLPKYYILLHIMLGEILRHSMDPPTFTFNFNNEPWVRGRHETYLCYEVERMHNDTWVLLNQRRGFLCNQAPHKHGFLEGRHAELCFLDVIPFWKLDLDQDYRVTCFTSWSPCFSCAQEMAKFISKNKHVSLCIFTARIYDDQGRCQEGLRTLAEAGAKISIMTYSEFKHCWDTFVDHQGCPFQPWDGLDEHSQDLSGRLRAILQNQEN
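HeLa cells stably expressing Vif and C-terminally eYFP-tagged A3G, seeded overnight at 37 deg C, then exposed to compound by pintool overnight at 37 deg C. Rise in yellow fluorescence (Ex 488/Em 500-530, Acumen) marks blocked Vif-driven A3G degradation.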
LDHA block: inhibitors of human lactate dehydrogenase A. purified LDHA, NADH/diaphorase-resazurin fluorescence; hits give low values. activity change, % (values are at about 110 or 230 µM). 480,000 tested, 0.15% active. AID 1347041; in the data active = activity change below about -30%; inconclusive = mostly about -25% to -30%;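 also: plate controls were DMSO wells for no effect and wells without enzyme for full effect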
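Human LDH5 (2 nM) was incubated with 0.06 mM NADH and 0.2 mM pyruvate for 5 min at room temperature in Tris pH 7.4. Remaining NADH was coupled through diaphorase/resazurin, and resorufin fluorescence was read at 0 and 20 min.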
Vif-APOBEC3F blk: inhibitors of Vif-A3F interaction; Potency, µM (titrated, usually from 46.1 µM), for the others: top-dose activity, negative = active; HeLa A3F-eYFP + Vif (tagged APOBEC3F with the HIV-1 protein that degrades it), YFP fluorescence increase; 390,000 tested, 0.2% active; also: potency is read from the fitted curve at half-maximal effect; % of control where 0% means no effect; nearly all actives have a fitted effect of over 65% in size
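Fluorescence increase (Ex 488/Em 500-530) after overnight compound treatment at 37 deg C flags inhibition of Vif-driven A3F-eYFP loss in stable HeLa A3F-eYFP/Vif cells seeded overnight beforehand.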
ERG Ets-DNA blk: blocks human ERG Ets domain binding to DNA; 370,000 tested, 0.028% active; Potency, µM (highest dose often 76.9 µM), for the others: top-dose FP activity, negative = inhibition, actives largely listed as inhibitors; fluorescence polarization, His-ERG Ets domain / labelled DNA; active = well fitted inhibition curve with a large enough effect in the polarisation, with a control signal flat; inconclusive = small, poorly fitted or top-dose-only effect, or effect the other way, or a change in a side signal; inactive = no such curve, though single readings can be large or run the other way; the % refers to the polarisation;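 also: polarization taken with two DNA probes labelled with fluorescein and Texas red; potency is read from the fitted curve at half-maximal effect; % of control where 0% means no effect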
Target sequence (P11308 whole entry, looked up, the tested form may be a part): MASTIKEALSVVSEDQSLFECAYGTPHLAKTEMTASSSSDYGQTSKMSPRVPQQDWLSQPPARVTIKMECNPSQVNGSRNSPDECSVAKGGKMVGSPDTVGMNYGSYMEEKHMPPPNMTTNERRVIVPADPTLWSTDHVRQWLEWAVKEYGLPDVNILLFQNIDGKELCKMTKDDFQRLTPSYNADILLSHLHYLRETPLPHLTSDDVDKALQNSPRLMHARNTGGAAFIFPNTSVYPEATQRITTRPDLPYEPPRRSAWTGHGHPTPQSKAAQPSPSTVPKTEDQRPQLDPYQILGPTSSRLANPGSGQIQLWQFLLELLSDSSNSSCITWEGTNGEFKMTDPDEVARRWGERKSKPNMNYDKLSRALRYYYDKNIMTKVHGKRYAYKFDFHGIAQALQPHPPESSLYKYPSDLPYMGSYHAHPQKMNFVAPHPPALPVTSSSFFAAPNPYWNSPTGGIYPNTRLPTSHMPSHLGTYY
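His-tagged ERG Ets domain (1 uM in the protein solution; 300mM KCl, 50mM Tris-HCl, 1mM EDTA, 1mM DTT, pH 7.5) received compound, then a probe mix of 5 nM fluorescein-DNA and 100nM Texas-615-DNA. Fluorescence polarization was read for both dyes.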
Starred values were filed as active, the others as inactive; i = inactive; ? = inconclusive; . = no result given; [ ] = another dose, or the depositor's remark. Unless noted, calls follow the shape of the dose curve; as a rule, active = well fitted curve in the direction sought with a large enough effect; inconclusive = small, poorly fitted or top-dose-only effect, or another doubt; inactive = no such curve, though single readings can be large; an effect the other way counts as inactive or inconclusive.

SMILES	ALOX12 inh	RGS4 inhibitor	D2 antagonist	D2 ag	GRP78 ERSR act	Vif-APOBEC3G blk	LDHA block	Vif-APOBEC3F blk	ERG Ets-DNA blk
Cc1ccc(NC(=O)Cn2c(=O)ccc3cc(S(=O)(=O)N4CCCC4)ccc32)cc1N(C)C	-21%	-30%	.	-0.1	-2%	-19%	0	-3%	-1%
Cc1ccc2c(CC(=O)Nc3ccc(F)c(S(=O)(=O)N4CCOCC4)c3)coc2c1	i	-8%	2	-0.3	-2%	-1%	1	-3%	4%
O=C(CN(C1CC1)S(=O)(=O)c1ccc(S(=O)(=O)N2CCCCCC2)cc1)Nc1ccccc1	0%	-33%	.	.	-6%	-1%	-7	-18%	-17%
CCOC(=O)C1(CCc2ccccc2)CCN(Cc2ccc(C(=O)OC)cc2)CC1	-26%	11%	1	1.6	0%	0%	-13	-2%	6%
O=C(NCc1cccnc1)c1ccc(CS(=O)(=O)Cc2ccc(Cl)cc2)o1	6%	-20%	-17	10	-2%	5%	1	2%	-14%
Cc1csc(NC(=O)C2CCC(C)(C(=O)O)C2(C)C)n1 (stereo not given)	0%	2%	-5	0.6	-2%	-1%	3	1%	4%
O=C(NCCC1CC1(Cl)Cl)Nc1ccccc1 (stereo not given)	0%	0%	.	.	7%	2%	-5	6%	-1%
O=C(CN1C(=O)C2C3CCC(C3)C2C1=O)OCC(=O)c1cccc([N+](=O)[O-])c1 (stereo not given)	1%	-11%	11	1.0	0%	1%	-2	-3%	0%
COCCN(CCOC)C(=O)c1ccc(CSc2nc3ccccc3s2)cc1	10%	-7%	-12	1.6	7%	1%	1	5%	-7%
COc1cccc(CC(=O)OCC(=O)NC(Cc2ccccc2)C(C)=O)c1 (stereo not given)	3%	-12%	-8	-0.5	-2%	2%	-1	10%	-2%
Cc1ccc2nc(NCc3ccccc3)c(C#N)cc2c1	-10%	21%	10	-0.1	-4%	0%	-14	-14%	-4%
COc1ccc(N2CCN(c3oc(-c4ccc(OC)c(OC)c4)nc3C#N)CC2)cc1	0%	13%	19	0.2	-4%	-10%	0	5%	0%
CC(=O)c1ccccc1Oc1cc(NN2CCCCC2)c([N+](=O)[O-])cc1[N+](=O)[O-]	-29%	-10%	13	0.4	0%	0%	-2	3%	4%
Cc1cccc(N2C(=O)C3C(c4ccccc4)OC4(C(=O)c5ccccc5C4=O)C3C2=O)c1 (stereo not given)	8%	16%	12	0.9	2%	0%	-6	-1%	6%
CC(C)CN1CCN(Cc2cccn2-c2ccccn2)CC1CCO (stereo not given)	-8%	25%	9	2.1	1%	-2%	-16	13%	9%
O=C(Cn1cnc2ccccc2c1=O)Nc1cccc(-c2nnc3n2CCCCC3)c1	1%	8%	3	-0.2	-3%	0%	-2	-7%	5%
COc1cc(C2C3=C(CC(C)(C)CC3=O)Nc3c2c(=O)[nH]c(=O)n3Cc2ccccc2)ccc1O (stereo not given)	2%	12%	15	2.3	-3%	-2%	10	7%	-4%
O=C(CSc1nc(-c2ccccc2)c(-c2ccccc2)o1)Nc1nncs1	?	5%	-13	-0.4	0%	-14%	-5	.	-10%
CCOC(=O)c1csc(NC(=O)CSc2nnnn2-c2ccc(OCC)cc2)n1	3%[57.4 µM]	-25%	3	0.7	-5%	1%	-4	-2%	2%
CN(C)C1=NC[C@H](Cc2ccccc2)N1CCC1CCCC1	-4%	8%	-2	0.3	-6%	-4%	0	2%	-7%
COCCn1ccc2c(OCC(=O)Nc3cccc(NC(C)=O)c3)cccc2c1=O	4%	-2%	10	-0.1	-3%	1%	-5	-2%	-2%
COc1cc([N+](=O)[O-])ccc1NC(=O)N1CCCCCC1	-9%	-8%	1	0.6	2%	2%	-1	6%	-5%
Cc1oc2cc(O)ccc2c(=O)c1Oc1ccc2ccccc2c1	-11%	-4%	.	.	-1%	0%	0	4%	0%
Cc1[nH]c2ccccc2c1SCCN	?	3%	.	.	-4%	0%	-14	0%	17%
O=S(=O)(/C=C/c1ccccc1)Nc1ccc2c(c1)OCO2	?	25%	34*	-0.2	-5%	-1%	6	2%	5%

Reprinted at random: 3 compounds from above
SMILES	ALOX12 inh	RGS4 inhibitor	D2 antagonist	D2 ag	GRP78 ERSR act	Vif-APOBEC3G blk	LDHA block	Vif-APOBEC3F blk	ERG Ets-DNA blk
O=C(NCCC1CC1(Cl)Cl)Nc1ccccc1 (stereo not given)	0%	0%	.	.	7%	2%	-5	6%	-1%
CC(C)CN1CCN(Cc2cccn2-c2ccccn2)CC1CCO (stereo not given)	-8%	25%	9	2.1	1%	-2%	-16	13%	9%
COc1cc([N+](=O)[O-])ccc1NC(=O)N1CCCCCC1	-9%	-8%	1	0.6	2%	2%	-1	6%	-5%

Further entries follow.
SMILES	ALOX12 inh	RGS4 inhibitor	D2 antagonist	D2 ag	GRP78 ERSR act	Vif-APOBEC3G blk	LDHA block	Vif-APOBEC3F blk	ERG Ets-DNA blk
Cc1ccc(OCCCn2ccnc2)c([N+](=O)[O-])c1	-1%	6%	-8	-0.6	-3%	-1%	-15	-15%	-2%
C=CCN(c1ccc(C(=O)NCCN2CCOCC2)cc1)S(C)(=O)=O	-30%	13%	12	0.2	-4%	0%	-2	2%	-12%
COc1ccc(C(CNC(=O)COc2ccc(-c3ccccc3)cc2)N2CCOCC2)cc1 (stereo not given)	-10%	-6%[11.4 µM]	-10	-0.1	-5%	3%	-2	2%	2%
CCCCN(CC)C(=O)c1c[nH]c2ccc(S(=O)(=O)N(C)c3ccc(Cl)cc3)cc2c1=O	?	18%	.	0.4	-1%	-2%	-2	1%	0%
CCC(C(=O)NCCc1ccccc1OC)n1nc(C)c2c(C)n(-c3ccccc3)nc2c1=O (stereo not given)	0%	-12%	-5	-1.6	-4%	0%	-1	-1%	-19%
CC(NC(=O)Cc1ccc(S(=O)(=O)N2CCOCC2)s1)c1ccc(Cl)cc1Cl (stereo not given)	0%	-9%	.	.	-2%	0%	-2	8%	5%
O=S(=O)(NCCc1ccccn1)c1ccc(-c2ccccn2)s1	i	9%	-1	0.8	-2%	5%	-3	4%	0%
CCC(CC)N1CCN(Cc2nc3ccc([N+](=O)[O-])cc3c(=O)n2-c2ccccc2F)CC1	.	2%	6	-0.2	-7%	-6%	-6	-9%	-4%
Cc1nn(CC(=O)NCCc2ccc(Cl)cc2Cl)c(C)c1[N+](=O)[O-]	1%	21%	22	-1.0	-2%	-3%	-6	0%	1%
COc1ccc(C2C(C#N)=C(N)N(c3ccccc3C#N)C3=C2C(=O)CCC3)cc1CN1CCCC1 (stereo not given)	4%	-24%	-5	-5.3	-3%	1%	?	2%	.
CC(C(=O)N1CCc2ccccc21)N(C)CC(=O)Nc1cccc(F)c1 (stereo not given)	13%	-16%	39*	5.0	-2%	0%	-3	-5%	6%
COc1cc(-c2noc(-c3nnn(-c4ccc(Cl)cc4)c3C)n2)cc(OC)c1OC	1%	1%	.	-0.4	.	.	-6	.	1%
CC(C)N(Cc1ccccc1)C(=O)CN1C(=O)CSc2ccc(S(=O)(=O)N3CCCC3)cc21	-2%	6%	.	.	-4%	-2%	-13	1%	2%
C/C(CC(=O)Nc1ccc(Cl)cc1)=N\NC(=O)C(=O)N1CCCCC1	-5%	-9%	4	0.3	1%	0%	-7	4%	-2%
O=C(CSC1=Nc2ccccc2C2=NC(CCC(=O)NC3CCCCC3)C(=O)N12)Nc1cccc(C(F)(F)F)c1 (stereo not given)	-15%	-1%	.	-0.6	-3%	-3%	-1	1%	1%
COc1ccc(-n2c(COc3ccc4ccccc4c3)nnc2SCC(=O)NCc2ccco2)cc1	10%	-19%	21	1.0	-1%	0%	-2	-1%	-9%
CCOc1ccc(CCNC(=O)c2cc3cccc4c3n2CCS4)cc1	?	7%	.	0.0	-3%	-7%	-11	2%	0%
COC(=O)C1CCN(Cc2ccc(C)cc2)CC1	17%	-27%	69*	75*	-4%	1%	-4	0%	-6%
CCCS(=O)(=O)C(=C(Nc1ccccc1)Nc1ccccc1)S(=O)(=O)CCC	15%	6%	.	.	-3%	-2%	-9	-11%	.
CC1C(=O)N2CCCc3cc(NS(=O)(=O)c4ccc(F)cc4)cc1c32 (stereo not given)	?	-12%	1	-0.3	0%	-1%	4	-4%	12%
Cn1nc(C(=O)OCC(=O)NCc2ccc(Cl)cc2)c2ccccc2c1=O	19%	10%	.	.	-4%	-6%	-7	2%	-4%
Cc1[nH]n(-c2ccccc2)c(=O)c1-c1ccc(Cl)cc1	15%	?	-9	0.4	0%	0%	1	.	3%
Cc1cc(C)nc(SCCN(C)C)n1	0%	13%	1	0.9	-4%	-1%	-2	3%	7%
CCOc1ccc(NC(=O)c2ccc3c(c2)N(C)CCS3)cc1	-7%	.	.	.	1%	0%	-6	0%	.
CC(=O)N1CCc2cc(S(=O)(=O)N3CCN(c4ccc(C)cc4)C(C)C3)ccc21 (stereo not given)	-1%	-4%	.	0.4	-2%	5%	-10	8%	9%
N#C/C(=C\c1ccccc1Cl)C(=O)NC(=O)Oc1ccccc1	-15%	21%	22	-0.5	-2%	-1%	-1	0%	.
COC(=O)c1onc(C(=O)c2ccccc2)c1C(=O)OC	-2%	14%	3	0.2	-5%	0%	-4	-4%	4%
O=C(CCl)N1c2ccccc2Sc2ccc3ccccc3c21	.	.	.	.	-14%	?	-2	5%	.

These rows are one share of the data (hit frequency here may not be typical).
